# Screening results as filed in PubChem.
# CASP6 VEID inh: inhibitors of human caspase-6 | purified caspase-6, Z-VEID-R110 cleavage fluorescence | inhibition, % at 12.5 µM | 0.53% of 350,000 active;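 active = mean inhibition across replicates at least about 35%, with every replicate also reaching that limit, limit read from the data; inconclusive = only one of the two criteria met; inactive = neither criterion met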;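 note: 0% = median of neutral control wells and 100% = no fluorescence left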
# CFTR F508del cor: CFTR F508del correction in bronchial cells; CFBE cells, YFP halide quenching; stimulated with forskolin plus potentiator P3; % fluorescence drop versus neutral controls; activity (quench increase), % at 7.58 µM; 0.36% of 350,000 active;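 active = mean added fluorescence quench of at least 8% versus neutral control, with both replicates also reaching 8%; inconclusive = only one of the mean or replicate conditions met; inactive = mean below 8% and not both replicates reaching 8%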;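 note: cells transiently co-express mutant CFTR-F508del with the halide-sensitive YFP; corrector assay measuring rescue of mutant channel to the surface after 24 h compound exposure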
# miR-122 sensor: blocks miR-122 activity in Huh7 sensor cells. AID 602342. 0.3% of 340,000 active. activation (reporter increase), % at 12.5 µM. Huh7 miR-122 Renilla luciferase sensor, 48 h; neutral wells = 0, positive control = 100;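 active = mean replicate activation score at least 90 and every replicate individually at or above 90; inconclusive = only one of the two criteria met; inactive = neither criterion met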;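 note: higher luciferase means less miR-122 activity so hits act as miR-122 inhibitors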
# SIRT5 block: sirtuin-5 (human) deacylase inhibition. Purified SirT5, succinyl-peptide AMC, trypsin-coupled fluorescence. AID 652115. 1.1% of 330,000 active. inhibition, % at 15 µM; in the data active = inhibition above about 15%; inconclusive = no clear call, values can overlap the other calls
# ERAP1 HTS inh: blocks human ERAP1 aminopeptidase activity. Q9NZ08. recombinant ERAP1, Leu-AMC fluorescence, 60 min. inhibition, % at 10.7 µM. 0.15% of 340,000 active;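 active = mean replicate inhibition of at least 30%, or all replicates individually reaching that 30% level; inactive = mean below 30% and not every replicate reaching it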;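 note: 0% = neutral control wells and 100% = L-leucinethiol positive control wells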
# Target sequence (Q9NZ08 whole entry, looked up): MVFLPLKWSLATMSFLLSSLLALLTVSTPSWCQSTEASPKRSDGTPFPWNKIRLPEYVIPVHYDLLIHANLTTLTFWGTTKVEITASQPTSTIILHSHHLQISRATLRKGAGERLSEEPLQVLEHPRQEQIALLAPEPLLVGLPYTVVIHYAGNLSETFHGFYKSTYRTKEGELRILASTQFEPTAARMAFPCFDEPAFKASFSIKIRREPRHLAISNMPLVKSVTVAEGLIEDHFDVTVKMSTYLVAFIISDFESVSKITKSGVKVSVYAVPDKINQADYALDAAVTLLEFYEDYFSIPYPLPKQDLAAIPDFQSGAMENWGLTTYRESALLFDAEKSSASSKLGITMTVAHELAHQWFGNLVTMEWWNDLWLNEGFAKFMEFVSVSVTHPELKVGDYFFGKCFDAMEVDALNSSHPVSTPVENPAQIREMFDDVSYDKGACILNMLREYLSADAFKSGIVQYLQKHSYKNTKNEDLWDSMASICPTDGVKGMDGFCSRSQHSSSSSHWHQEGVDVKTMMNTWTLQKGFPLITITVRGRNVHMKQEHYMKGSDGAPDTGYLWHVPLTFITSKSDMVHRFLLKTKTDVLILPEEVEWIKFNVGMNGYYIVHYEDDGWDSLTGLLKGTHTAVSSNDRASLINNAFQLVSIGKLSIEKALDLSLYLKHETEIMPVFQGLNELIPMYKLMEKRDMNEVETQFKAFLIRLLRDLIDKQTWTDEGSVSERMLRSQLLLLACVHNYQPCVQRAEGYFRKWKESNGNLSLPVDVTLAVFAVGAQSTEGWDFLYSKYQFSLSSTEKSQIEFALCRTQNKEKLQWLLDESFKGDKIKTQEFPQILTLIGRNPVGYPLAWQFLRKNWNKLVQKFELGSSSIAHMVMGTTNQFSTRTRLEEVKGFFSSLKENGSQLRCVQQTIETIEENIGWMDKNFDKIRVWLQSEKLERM
# ERp5 inh: ERp5 (human) disulfide isomerase inhibition; Q15084; ERp5 insulin aggregation, absorbance 650 nm, 90 min; inhibition, % at 9.99 µM; 0.05% of 350,000 active; AID 651711;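 active = mean replicate inhibition above about 25%, with every replicate also reaching it, limit read from the data, passing the limit was not always enough; inconclusive = only one of those two criteria met; inactive = neither criterion met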
# DENV2 CPE: protects cells from dengue virus 2 cytopathic effect; 1.7% of 350,000 active; CPE inhibition, % at 9.99 µM; AID 651640; DENV2-infected cells, cytopathic effect rescue, plate reader; in the data active = CPE inhibition above about 20%, passing the limit was not always enough; inconclusive = no clear call, values can overlap the other calls; tested in BHK-21 cells;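 note: 0% = median of neutral control wells and 100% = median of positive control wells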
# An asterisk follows results filed as active; ? = inconclusive; nt = no result given; [ ] = remark or other dose.
SMILES,CASP6 VEID inh,CFTR F508del cor,miR-122 sensor,SIRT5 block,ERAP1 HTS inh,ERp5 inh,DENV2 CPE
CC(C)NC(=O)c1onc(CSc2cccc3ccccc23)c1C(=O)O,-1,-3.5,-3,1,1,6,-7
Cn1cccc1Cc1nnc(SCC(=O)Nc2ccccc2F)n1-c1ccc(F)cc1,-1,3.0,1,nt,1,8,-9
COc1cccc(C(=O)Oc2ccccc2/C=C\C(=O)c2cc3ccccc3o2)c1,-3,-3.8,11,-1,15,4,nt
Cc1ccc(N(Cc2ccccc2)C(=O)c2ccc(S(=O)(=O)N3CCOCC3)cc2)cc1,4,-2.7,1,-4,-2,3,-2
O=C(CN1CCCc2ccccc21)NCCc1ccc(F)cc1,-3,-1.4,nt,nt,-4,-1,nt
O=C(NCCC1CCCCN1S(=O)(=O)c1ccc(Cl)cc1)C(=O)NCc1ccco1 (configuration not stated),-1,-0.4,nt,-3,-2,-3,-3
CCCC(O)C#Cc1cnc2c(c1)C(=O)N([C@H](C)CO)C[C@H](C)[C@H](CN(C)C(=O)Nc1ccc(OC)cc1)O2 (some centres not stated),nt,-0.7,-5[16.7 µM],-5,nt,nt,-13
C/C(=N\NC(=O)c1ccccc1OCc1ccc(F)cc1)c1ccccn1,-1,0.1,-6,0,-2,7,5
CCCC#Cc1cnc2c(c1)C(=O)N([C@@H](C)CO)C[C@H](C)[C@H](CN(C)Cc1ccc3c(c1)OCO3)O2,0,0.6,9[16.7 µM],-2,4,2,10
CN(C)C(=O)[C@H]1[C@H](CO)[C@H]2Cn3c(ccc(-c4cccc(F)c4)c3=O)[C@@H]1N2CCc1ccccc1,-3,0.0,-2[16.7 µM],-4,0,-5,2
CCCN1C(=O)CC(=O)N=C1SCC(=O)Nc1ccccc1F,1,0.8,4,6,2,-5,-9
O=C(COC(=O)c1ccccn1)NCCc1ccc(Cl)cc1,-1,-1.0,6,1,1,-2,-6
COc1ccc(Br)cc1S(=O)(=O)Nc1cccc(C)n1,3,nt,nt,2,-1,-1,15
CCC(=O)N1CC(=O)N2[C@H](CO)[C@H](c3ccc(C#CC4CCCC4)cc3)[C@@H]2C1,2,-0.4,nt,-1,-1,4,-6
O=c1[nH]c2cccnc2n1-c1ccc([N+](=O)[O-])cc1,-1,-1.5,14,3,nt,3,-6
O=C(c1ccc(COc2ccccc2Cl)o1)N1N=C(C(F)F)CC1(O)C(F)F (configuration not stated),0,nt,-2,0,6,8,-4
COc1ccc(C(=O)Oc2c(OC)cc(C(=S)N3CCOCC3)cc2OC)cc1OC,2,1.9,-3,1,nt,3,17
CNC[C@H]1Oc2c(NC(=O)C3CCOCC3)cccc2C(=O)N([C@H](C)CO)C[C@@H]1C,0,-2.0,-2[16.7 µM],5,2,3,-3
Cc1ccc(S(=O)(=O)Nc2ccc3c(c2)C(=O)N([C@H](C)CO)C[C@@H](C)[C@H](CN(C)CC2CCCCC2)OCCCC[C@@H](C)O3)cc1,1,1.3,-11[16.7 µM],3,-1,0,19
Cc1noc(C)c1S(=O)(=O)Nc1ccc2c(c1)C(=O)N([C@H](C)CO)C[C@@H](C)[C@@H](CN(C)S(=O)(=O)c1ccc(Cl)cc1)OCCCC[C@H](C)O2,-5,7.8,1[16.7 µM],8,-3,4,6
Cc1ccc(C)c(S(=O)(=O)c2c(C)cc(C)nc2Cl)c1,1,nt,2,-6,2,2,10
CCCn1c(C)cc(C(=O)Cn2nnc3ccccc3c2=O)c1C,5,-2.2,7,-4,12,0,-7
COc1ccc(S(=O)(=O)/N=C2\C=C(Nc3ccc(O)cc3)C(=O)c3ccccc32)cc1,78*,7.0,-20,-3,-3,4,5
COc1cccc(N2CCN(C(=O)CCCCCn3c(=S)[nH]c4cc5c(cc4c3=O)OCO5)CC2)c1,-5,-4.1,-1,0,1,-3,0
CCCN1C[C@@H](C)[C@@H](OC)CN(C)C(=O)c2ccc(NC(=O)CC(F)(F)F)cc2OC[C@H]1C,1,-0.7,nt,-4,-3,9,1
O=C(COc1ccccc1)NNC1=NS(=O)(=O)c2ccccc21,1,-1.8,nt,-4,14,-8,3
C[C@@H]1CN([C@H](C)CO)C(=O)Cc2cc(NC(=O)NC3CCCCC3)ccc2O[C@H]1CN(C)Cc1ccc(Cl)c(Cl)c1,3,-0.3,-3[16.7 µM],9,2,1,7
COc1ccc(C(=O)NCC(=O)OCC(=O)Nc2ncc(Cl)cc2Cl)cc1[N+](=O)[O-],3,-3.8,-2,-1,-8,3,-5
COc1ccc(-c2cnc(C(N)=O)c(=O)[nH]2)cc1,2,0.2,4,nt,-16,-5,1
CC(=O)c1cccc(NC(=O)C(C)OC(=O)CCc2nc3ccccc3c(=O)[nH]2)c1 (configuration not stated),-1,2.3,nt,-2,2,-3,2
O=C(CN(C(=O)c1csnn1)c1cccc2c1CCCC2)NCc1ccccc1,2,-0.7,-7,-1,3,-3,11
C[C@H](CO)N1C[C@H](C)[C@H](CN(C)C(=O)Nc2ccccc2)Oc2ncc(C#Cc3ccccc3)cc2C1=O,-5,-2.3,-12[16.7 µM],-2,0,1,10
O=C(Nc1ccc(Cl)cc1N1CCOCC1)C1CCCO1 (configuration not stated),-2,-0.1,0,0,2,-3,2
C[C@@H]1CN([C@@H](C)CO)C(=O)c2cc(NC(=O)Nc3ccc(F)cc3)ccc2O[C@@H](C)CCCCO[C@@H]1CN(C)C(=O)Cc1ccccc1,1,2.9,9[16.7 µM],3,-4,4,3
CO[C@@H]1CC[C@@H]2CCOc3c(C#N)cccc3C(=O)N(C)C[C@@H](OC)[C@H](C)C(=O)N(C)C[C@@H]1O2,2,nt,nt,-4,-5,-5,7
CSc1ccccc1NC(=O)c1ccc(CN2CCOCC2)cc1,-3,-1.3,0,3,-2,-2,3
Nc1nnc(-c2cn(-c3ccccc3)nc2-c2ccc(Cl)cc2)o1,0,-2.5,nt,-11,3,-1,0
COc1ccc(S(=O)(=O)N(C)C[C@H]2Oc3ccc(NC(=O)CCCN(C)C)cc3CC(=O)N([C@H](C)CO)C[C@H]2C)cc1,0,-0.9,nt,nt,-2,3,29*
Cn1c(=O)[nH]c(Nc2ccccc2)c([N+](=O)[O-])c1=O,1,2.2,-7,3,1,-6,4
CN1C(=O)c2cc(NC(=O)c3ccc(F)c(F)c3)ccc2OC[C@@H]2O[C@H](CC(=O)N[C@H]3CCN(Cc4ccccc4)C3)CC[C@H]21,-2,nt,nt,6,0,-3,-1
N#Cc1ccc(CN2CCN(C(=O)c3ccc(S(=O)(=O)N4CCCCCC4)cc3)CC2)cc1,4,-2.3,nt,0,0,8,-2
CCC(=O)N1[C@H](C#N)[C@H](c2ccccc2-c2cccc(C)c2)[C@H]1CO,2,-0.5,nt,2,2,0,-1
C[C@@H]1CN([C@@H](C)CO)C(=O)c2cc(NC(=O)CCC(F)(F)F)ccc2O[C@@H](C)CCCCO[C@@H]1CN(C)C(=O)Cc1ccccc1,nt,-2.3,4[16.7 µM],nt,nt,nt,-2
Cc1ccccc1NC(=O)C(C)Sc1nnc(-c2ccncc2)n1CC1CCCO1 (configuration not stated),3,0.4,-1,-2,-7,5,-1
COc1ccc(C(C)NC(=S)NC2CCCCC2)cc1OC (configuration not stated),-3,2.8,nt,0,1,3,9
CC(/C=N/Nc1nc2ccccc2[nH]1)=C\c1ccccc1,36*,4.5,nt,-4,-3,-11,-2
COc1ccc(-c2ccc([C@H]3[C@@H](CO)N4C(=O)CN(Cc5ccc(F)cc5)C[C@@H]34)cc2)cc1,-2,-1.9,nt,1,-2,-4,-10
O=C(C[C@H]1CC[C@H](NC(=O)CC2CC2)[C@@H](CO)O1)NCc1ccc(Cl)cc1,1,1.3,nt,3,4,-1,2
Cc1ccccc1Nc1nc(N2CCOCC2)nc(N2CCOCC2)n1,3,1.7,2,-8,0,0,?
CC(C)CC(NC(N)=O)C(=O)Nc1ccc2c(c1)OCO2 (configuration not stated),-2,-0.6,nt,-1,4,-6,0
CC1=CCC(C(=O)O)(C(=O)N/N=C/c2cccs2)C(c2ccc(Cl)cc2)C1 (configuration not stated),4,-2.9,2,1,2,1,-4
O=C(CCN1C(=O)/C(=C/c2ccc(F)cc2)SC1=S)N[C@@H](CO)Cc1ccccc1,-2,1.5,-1,-1,-1,5,2
CC=Cc1ccc2n(c1=O)C[C@@H]1[C@@H](CO)[C@H](C(=O)NCC)N(C(=O)c3cccnc3)[C@H]21 (mixture of isomers),1,-1.0,-2[16.7 µM],-1,0,-1,-1
CC1=CC2=NC(=O)/C(=C\c3ccc(OC(=O)c4ccco4)cc3)C(=N)N2O1,3,nt,-6,-6,-3,1,-1
Cc1cc(CNC(=O)C(C)n2cc([N+](=O)[O-])cn2)c2ccccc2n1 (configuration not stated),2,0.3,0,-2,1,3,6
CC(=O)Nc1ccc(C)c(NS(=O)(=O)c2cccc(C(F)(F)F)c2)c1,5,-0.5,0,-2,-4,6,5
CC(=O)Nc1ccc(SCC(=O)Nc2ccc3c(c2)OCCO3)cc1,0,-2.7,-9,nt,3,0,-2
CNC[C@H]1OCCCC[C@@H](C)Oc2ccc(NC(=O)c3ccccc3)cc2C(=O)N([C@@H](C)CO)C[C@H]1C,-6,0.3,-2[16.7 µM],-2,1,-5,-2
CCOc1ccc(CCN2C(=O)C(=O)N([C@@H](Cc3ccccc3)CN3CCC[C@H]3CN3C(=O)C(=O)NC[C@@H]3Cc3ccc(O)cc3)C[C@@H]2Cc2ccc(O)cc2)cc1,7,3.5,nt,-4,1,7,-8
Cc1ccccc1-c1ccc2c(c1)O[C@@H](CN(C)Cc1ccc(C(=O)O)cc1)[C@H](C)CN([C@@H](C)CO)S2(=O)=O,-2,-1.8,-19[16.7 µM],6,2,0,-2
# Going on with the list.
SMILES,CASP6 VEID inh,CFTR F508del cor,miR-122 sensor,SIRT5 block,ERAP1 HTS inh,ERp5 inh,DENV2 CPE
O=C(Nc1nc2ccccc2[nH]1)C1CC1,-1,-1.5,nt,-4,-2,1,-2
N#C[C@H]1[C@@H](c2ccccc2)[C@@H](CO)N1C(=O)c1cc(Cl)cc(Cl)c1,-1,3.2,nt,-3,-3,7,-7
CC(=O)N1C(C(=O)O)Cc2c([nH]c3ccccc23)C1(C)C (configuration not stated),1,4.6,-7,-1,1,2,6
COCC#Cc1ccc2c(c1)O[C@@H](CN(C)C(=O)C1CCC1)[C@@H](C)CN([C@H](C)CO)S2(=O)=O,3,-4.1,9[16.7 µM],1,1,0,0
O=C(Cc1ccncc1)NCC[C@H]1CC[C@@H](NC(=O)C2CC2)[C@@H](CO)O1,-2,-1.4,nt,2,1,-4,1
O=S(=O)(Nc1cccc(CCc2ccccn2)c1)c1ccc(Cl)cc1,0,0.2,nt,2,nt,2,-2
C/C=C/c1ccc([C@H]2[C@@H](CO)N3C(=O)CN(Cc4ccc(C(=O)OC)cc4)C[C@@H]23)cc1,-1,0.7,nt,-12,2,1,-10
COCC(=O)N1CCCCN2[C@@H](CO)[C@H](c3ccc(C#Cc4cccnc4)cc3)[C@@H]2C1,0,-1.3,10[16.7 µM],-2,0,0,14
CCCCN(CCCC)CCNC(=O)c1cn(CC)c2ccc(S(=O)(=O)N3CCCC3)cc2c1=O,-7,-0.3,-2,-3,0,0,-5
O=C(Nc1c2c(nn1-c1cccc(Cl)c1)CS(=O)(=O)C2)C1CC1,-1,-3.1,nt,-2,1,8,0
COc1ccccc1CCNC(=O)c1ccc(OC)c(OC2CCN(C(C)C)CC2)c1,5,-3.7,-1,0,-5,3,1
C[C@H]1CN([C@@H](C)CO)C(=O)c2cc(-c3cncnc3)cnc2O[C@H]1CN(C)C(=O)CN1CCOCC1,1,-2.3,-11[16.7 µM],-2,4,0,1

# Retrieved one by one from above, 3 records:
SMILES,CASP6 VEID inh,CFTR F508del cor,miR-122 sensor,SIRT5 block,ERAP1 HTS inh,ERp5 inh,DENV2 CPE
COc1ccccc1CCNC(=O)c1ccc(OC)c(OC2CCN(C(C)C)CC2)c1,5,-3.7,-1,0,-5,3,1
COCC#Cc1ccc2c(c1)O[C@@H](CN(C)C(=O)C1CCC1)[C@@H](C)CN([C@H](C)CO)S2(=O)=O,3,-4.1,9[16.7 µM],1,1,0,0
COCC(=O)N1CCCCN2[C@@H](CO)[C@H](c3ccc(C#Cc4cccnc4)cc3)[C@@H]2C1,0,-1.3,10[16.7 µM],-2,0,0,14
